Compound activity from PubChem BioAssay.
FBPA coupling cs: coupling enzyme interference in Giardia aldolase counter-screen; coupling enzyme system counterscreen, AmpLite Red fluorescence; activity change, negative = inhibition, % at 58.2 µM, hits read low; 290,000 tested, 0.67% active; in the data active = activity change below about -30%
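Fluorescence at 525 nm excitation and 598 nm emission measured inhibition of the coupled detection system without aldolase. Compounds (at 57.5 uM final) were preincubated 10 min at room temperature with coupling enzyme reagent before a 20 min substrate/AmpLite Red step.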
* hit, by the source's call; & = joins results of further samples. % is set by controls: 0 for no effect and ±100 for the full control effect.

structure | FBPA coupling cs
C[C@H]1COC(=O)[C@H]2CCCN2C(=O)[C@@H](C)COC(=O)[C@H](Cc2ccccc2)NC1=O | 0
NCCCCCCCCCCNS(=O)(=O)c1cccc2c(Cl)cccc12 | 3
CCNc1ncc2nc(-c3ccc(Cl)cc3)c(=O)n(-c3ccccc3)c2n1 | 0
Cc1noc(C)c1C(=O)N1CCC2(CC1)CN(c1ccccc1)C2 | -4
COC(=O)N1C(C)=Cc2ccccc2C1C/C(C)=C/C(C)=O (stereo not given) | 0&-2
Cc1nc(-c2ccccc2)c(-c2ccncc2)o1 | -1
COc1ccc(-c2cc(=O)c3ccc(F)cc3[nH]2)cc1 | -3
CCCCc1nc2c(c3c1C[C@H](C)OC3)CN(S(=O)(=O)c1ccc(NC(C)=O)cc1)CC2 | -2
O=[N+]([O-])c1ccccc1S(=O)(=O)NCC1CCC(CNCC2CCc3ccccc3C2)CC1 (stereo not given) | 4
COC(=O)CC1[C@@]2(C)C[C@@]34OC5(C)OC6(CC[C@@]7(C)C(c8ccoc8)OC(=O)C(C(C)=O)C7[C@]6(O5)C(O)[C@@]3(O)C2O)[C@]14C (stereo not given in full) | 0
COc1ccc(C#CC2C=CC(Oc3cc(C)cc(C)c3)C(CO)O2)cc1 (stereo not given) | 0
O=c1cc(-c2cccc(O)c2)oc2cc(O)ccc12 | 7
COC(=O)NC(c1cccs1)C(C(C)=O)C(=O)OC (stereo not given) | -2
COc1ccc(NC(=O)N2CCC3(CC2)CCN(C(=O)c2csnn2)CC3)cc1 | 0
CC[C@H](C)[C@H](NC(=O)[C@H](CO)NC(=O)[C@H](CC(C)C)NC(=O)[C@H](CO)NC(=O)[C@@H]1CCCN1C(=O)[C@H](CC(N)=O)NC(=O)[C@@H](N)CC(=O)O)C(=O)N[C@@H](CC(=O)O)C(=O)N[C@@H](CC(C)C)C(=O)N[C@H](C(=O)N[C@@H](Cc1ccccc1)C(=O)N[C@@H](Cc1cnc[nH]1)C(=O)N[C@@H](CC(C)C)C(=O)N[C@@H](CC(C)C)C(=O)N[C@@H](CCCNC(=N)N)C(=O)N[C@H](C(=O)N[C@@H](CC(C)C)C(=O)N[C@@H](CC(C)C)C(=O)N[C@@H](CCC(=O)O)C(=O)N[C@@H](CC(C)C)C(=O)N[C@@H](C)C(=O)N[C@@H](CCCNC(=N)N)C(=O)N[C@H](C(=O)N[C@@H](CCC(N)=O)C(=O)N[C@@H](CO)C(=O)N[C@@H](CCC(N)=O)C(=O)N[C@@H](CCCNC(=N)N)C(=O)N[C@@H](CCC(=O)O)C(=O)N[C@@H](CCCNC(=N)N)C(=O)N[C@@H](C)C(=O)N[C@@H](CCC(=O)O)C(=O)N[C@@H](CCC(N)=O)C(=O)N[C@@H](CC(N)=O)C(=O)N[C@@H](CCCNC(=N)N)C(=O)N[C@H](C(=O)N[C@H](C(=O)N[C@@H](Cc1ccccc1)C(=O)N[C@@H](CC(=O)O)C(=O)N[C@@H](CO)C(=O)N[C@H](C(N)=O)C(C)C)[C@@H](C)CC)[C@@H](C)CC)[C@@H](C)O)[C@@H](C)O)[C@@H](C)O | -2
COc1ccc(Oc2ncc3nc(-c4ccc(F)cc4)c(=O)n(Cc4cccs4)c3n2)cc1 | 6
COC(=O)[C@H]1O[C@@H](c2cc(OC)c(C)c(OC)c2O)[C@H](C)[C@@H](O)[C@H]1C | -3
COCCn1c(=O)cnc2cnc(OCc3ccccc3)nc21 | 5
CC[C@H](C)[C@H](NC(=O)[C@H](N)Cc1ccc(O)cc1)C(=O)N[C@@H](CC(N)=O)C(=O)N[C@@H](CC(C)C)C(=O)N[C@H](C(=O)N[C@@H](C(=O)N[C@@H](CCCN=C(N)N)C(=O)N[C@@H](CCC(N)=O)C(=O)N[C@@H](CCCN=C(N)N)C(=O)N[C@H](Cc1ccc(O)cc1)C(N)=O)[C@@H](C)O)[C@@H](C)CC | 0
CCCNC(=O)N1N=C(c2ccc(N)cc2)c2cc3c(cc2[C@H]1C)OCO3 | 5

A different layout for some results above.
CCNc1ncc2nc(-c3ccc(Cl)cc3)c(=O)n(-c3ccccc3)c2n1
  FBPA coupling cs: 0
Cc1nc(-c2ccccc2)c(-c2ccncc2)o1
  FBPA coupling cs: -1
COc1ccc(C#CC2C=CC(Oc3cc(C)cc(C)c3)C(CO)O2)cc1 (stereo not given)
  FBPA coupling cs: 0
COc1ccc(NC(=O)N2CCC3(CC2)CCN(C(=O)c2csnn2)CC3)cc1
  FBPA coupling cs: 0

(next part)
structure | FBPA coupling cs
Cn1cccc1C(=O)N1CCC2(CCCN(C(=O)Nc3cccc(F)c3)C2)CC1 | 4
Cc1ccccc1-c1nc(-n2ccnc2)c2ccccc2n1 | 2
CC(C)CO/N=C1/C[C@@H](O)[C@@H](O)[C@@H]2[C@@H]3C(=O)N(Cc4ccccc4)C(=O)[C@H]3CC[C@H]12 | 0
C#CCCCO/N=C1/[C@H]2O[C@@H]2[C@@H](O)[C@H]2[C@H]1CCn1c(=O)n([C@@H](CC)c3ccccc3)c(=O)n12 | 0
COC(=O)[C@@]1(Cc2ccc(OC)cc2)[C@H]2c3cc(C(=O)N4CCCC4)n(CCN4CCOCC4)c3C[C@H]2CN1C(=O)c1ccccc1 | 3
CC(C)OC(=O)[C@@H]1CC[C@H](C)[C@@H](CCC[C@@H]2C[C@@H](O)C[C@H](CC#N)O2)O1 | 1
COCCNc1nc(C)nc2c1nc(-c1ccccc1)n2CCN1CCCCC1 | 2
C[C@H](NCCC(c1ccccc1)c1ccccc1)c1ccccc1 | 2
CC(C)C[C@@H](CC(=O)N[C@@H](CCC(=O)O)CC(=O)O)NC(=O)[C@@H]1CNCC[C@H]1NC(=O)C[C@@H](NC(=O)C[C@H](Cc1ccccc1)NC(=O)[C@@H]1CNCC[C@H]1N)C(C)C | -2
COC(=O)[C@@]1(Cc2ccccc2)[C@H]2c3cc(C(=O)N(C)C)n(Cc4nc5ccccc5[nH]4)c3C[C@H]2CN1C(=O)c1ccccc1 | 0
COc1ccc(/C=C/C2=C[C@]3(C)C[C@]2(C)[C@H](c2ccc(OC)cc2)CC3=O)cc1 | 5
N[C@@H](CCCP(=O)(O)O)C(=O)O | 3
CCN1C(=O)[C@H]2[C@H]3[C@H](O)[C@H](O)C/C(=N/OC/C=C(\C)CCC=C(C)C)[C@@H]3CC[C@@H]2C1=O | -1
CC(C)(C)[C@@H](O)C(Cc1ccc(Cl)cc1)n1cncn1 (stereo not given in full) | -1
C[C@]12CCC(=O)C=C1CCC1C2C(O)C[C@]2(C)C1CC[C@]2(O)C(=O)COC(=O)CCC(=O)O (stereo not given in full) | 2
COCCn1c(=O)c(-c2ccccc2)nc2cnc(Nc3ccccc3)nc21 | 0
NC(=O)[C@H]1CCCN1C(=O)[C@H](Cc1cnc[nH]1)NC(=O)[C@@H]1CCC(=O)N1 | 2
CC(C)C(NS(=O)(=O)c1ccc(-c2ccc(Br)cc2)cc1)C(=O)O (stereo not given) | 8
CCCCC/C=C\C/C=C\C/C=C\C/C=C\CCCCCC(=O)NCC(=O)O | 2
COc1ccccc1CNc1cc(-c2c(C)noc2C)ncn1 | 0
CN1CC[C@@]2(CCCN(C(=O)c3cccc(F)c3)C2)C1 | -1
CCCCC#CC1C=CC(OC(C)=O)C(COC(C)=O)O1 (stereo not given) | 0
COC(=O)[C@@H]1C[C@@]2(O)[C@@H](O)[C@@H](O)[C@@H](O)C[C@H]2N1Cc1ccc(C(C)(C)C)cc1 | 0
CC1C(=O)OC2C(O)C34C5CC(C(C)(C)C)C36C(OC(=O)C6O)OC4(C(=O)O5)C12O (stereo not given) | -4
COc1cc(OC)c(C(C)=O)c(O)c1C | 0
Oc1c(CN2CCOCC2)cc2c(c1-c1c(O)c(CN3CCOCC3)cc3c1CCCC3)CCCC2 | 0
CCCC[C@H](NC(C)=O)C(=O)N[C@@H](CCC(=O)O)C(=O)N[C@@H](Cc1cnc[nH]1)C(=O)N[C@H](Cc1ccccc1)C(=O)N[C@@H](CCCN=C(N)N)C(=O)N[C@H](Cc1c[nH]c2ccccc12)C(=O)NCC(N)=O | -2
COC/C=C/C1=CC2=CC(=O)C(C)(OC(=O)c3cnc4ccccc4n3)C(=O)C2=CN1CCc1c[nH]c2ccccc12 (stereo not given) | -13
c1ccc2c(N3CCNCC3)nc(-c3ccoc3)nc2c1 | 2
COCCn1c(=O)c(-c2cccs2)nc2cnc(N3CCNCC3)nc21 | -3
OCC1OC(C#Cc2ccccc2)C=CC1O (stereo not given) | 0&2&0
CCOC(=O)N/N=C1/C[C@@H](O)[C@@H](O)[C@@H]2[C@@H]3C(=O)N([C@@H](C)c4ccccc4)C(=O)[C@H]3CC[C@H]12 | 1
CC(=O)OC/C=C(C)/C=C/C=C(C)/C=C/C1=C(C)CCCC1(C)C | 3&-5
CS(=O)(=O)N1CCC2(CC1)CN(Cc1ccccc1)C2 | 2
O=c1c(-c2cccs2)nc2cnc(Oc3ccccc3)nc2n1C1CC1 | -2
Nc1ncnc2c1nc(Br)n2[C@H]1O[C@H]2COP(=O)(O)O[C@H]2[C@@H]1O | 2
O=C(c1csnn1)N1CCC[C@@]2(CCN(c3ccccn3)C2)C1 | 1
CCNc1ncc2nc(-c3ccccc3)c(=O)n(CCc3ccccc3)c2n1 | 1
Cc1ccccc1-c1cc(Nc2ccc(F)cc2)ncn1 | 2
CC(C)=CCC/C(C)=C/CO/N=C1/C[C@@H](O)[C@@H](O)[C@@H]2[C@@H]3C(=O)N(C[C@@H]4CCCO4)C(=O)[C@H]3CC[C@H]12 | 1
Cc1nc2cnc(N(C)C)nc2n(Cc2ccc(F)cc2)c1=O | 0
N#Cc1ccc(CN2CCCC3(CCN(C(=O)c4cc(C(F)(F)F)cc(C(F)(F)F)c4)CC3)C2)cc1 | -1
Cc1nc2cnc(N3CCOCC3)nc2n(C)c1=O | 1
O=C(NC[C@H](O)c1ccccc1)c1ccccc1 | 2
COC(=O)C1=C(C(=O)OC)[C@@H]2Nc3ccccc3[C@@]23C[C@@H](C(=O)OC)N(S(=O)(=O)c2ccc4c(c2)OCCN4C)C3=N1 | 0
COC(=O)C1(C(=O)OC)C/C=C\C/C=C\c2ccccc2C1C[N+](=O)[O-] (stereo not given) | 3
CCCCC[C@H](O)/C=C/[C@H]1C(=O)C[C@H](O)[C@@H]1C/C=C\CCCC(=O)O | 2
CC(C)[C@H]1c2ccc(F)cc2CC[C@@]1(CCN(C)CCCc1nc2ccccc2[nH]1)OC(=O)C1CC1 | -9
COCCn1c(=O)c(-c2cccc(Cl)c2)nc2cncnc21 | 2
COC(=O)[C@@]1(Cc2ccc(F)cc2)[C@H]2c3cc(C(=O)N4CCCC4)n(Cc4cc(F)cc5c4OCOC5)c3C[C@H]2CN1C(=O)c1ccccc1 | 0
CC1=C(/C=C/C(=C/C=C/C(C)=C/C(=O)O)c2ccc(C)cc2)C(C)(C)CCC1 | 1
COc1ccccc1CNc1nc(-c2cccc(NS(C)(=O)=O)c2)nc2ccccc12 | 6
COc1ccc(NC(=O)N2CC[C@@]3(CCCNC3)C2)cc1 | -1
CCn1c(=O)[nH]c2ccccc21 | -5
COC(=O)C1=C(C(=O)OC)[C@@H]2N(Cc3ccccc3)c3ccccc3[C@@]23C[C@@H](C(=O)OC)N(S(=O)(=O)c2ccc([N+](=O)[O-])cc2)C3=N1 | -2
CC(C)C[C@@H](CC(=O)N[C@@H](CCCN)CC(=O)N[C@@H]1CCNC[C@H]1C(=O)N[C@H](CC(=O)N[C@@H](CCC(=O)O)CC(=O)O)Cc1ccccc1)NC(=O)[C@@H]1CCCC[C@H]1N | -7
CCN(CC)CCCC(C)n1c(-c2ccccc2)nc2c(NCCO)nc(C)nc21 (stereo not given) | 2
Cc1nc2cnc(N3CCN(C)CC3)nc2n(Cc2ccc(F)cc2)c1=O | 6
N#Cc1ccc(CN2CC[C@@]3(CCCN(C(=O)c4ccco4)C3)C2)cc1 | -5
COC(=O)[C@@]1(Cc2ccc(OC)cc2)[C@H]2c3cc(C(=O)N4CCCC4)n(CCc4c[nH]c5ccc(OC)cc45)c3C[C@H]2CN1C(=O)c1ccccc1 | -2

Continuation:
structure | FBPA coupling cs
O=c1cnc2cnc(N3CCOCC3)nc2n1Cc1cccs1 | 1
COc1cc2ncnc(Nc3cccc(Br)c3)c2cc1OC | -10
COc1ccc(NC(=O)N2CC3(CCN(C(=O)c4csnn4)CC3)C2)cc1 | 2
Cc1cnc(CNc2ncnc3ccc(-c4c(C)noc4C)cc23)cn1 | -1
COc1cccc(Cn2c(=O)c(-c3cccc(C#N)c3)nc3cnc(Nc4ccccc4)nc32)c1 | 2
c1ccc(-c2csc(-c3nc4ccccc4[nH]3)n2)cc1 | -8
COCCn1c(=O)c(-c2cn(C)c3ccccc23)nc2cnc(N3CCNCC3)nc21 | 2
CC(=O)NCCNc1ncnc2ccc(-c3ccccc3C(F)(F)F)cc12 | 0
CN(C)c1ncnc2ccc(-c3ccccc3C#N)cc12 | 0
C[C@@H]1/C(=N/O)CC2C[C@@H]1C2(C)C | 1
O=S(=O)(Cc1ccccc1)c1nnnn1C1CCCCC1 | -1
Cc1ccc(S(=O)(=O)N[C@H]2COC(=O)[C@@H](C)COC(=O)[C@H](C)NC(=O)C/C=C\[C@H]2C)cc1 | -1
COc1ccc(COC(=O)N/N=C2/C[C@@H](O)[C@@H](O)[C@@H]3[C@@H]4C(=O)N(C(C)(C)C)C(=O)[C@H]4CC[C@H]23)cc1 | 3
O=C(/C=C/C#Cc1cccc(NS(=O)(=O)c2ccccc2)c1)NO | -9

The list is partial (hit frequency here may not be typical).
